Compound activity from PubChem.
PNC assembly inh: perinucleolar compartment assembly inhibition. PC3M PTB-GFP, PNC prevalence imaging, 16 h; hits give low values. AID 2417. activity change (PNC), negative = inhibition, % at 10 µM. actives 3.1% (n = 140,000);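 active means readout at or below -70, meaning at least 70% loss of cells showing the perinucleolar compartment, a nuclear body marking cancer cells; inconclusive means readout between -30 and a set limit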;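 further: plate controls were DMSO wells for no effect and camptothecin positive control wells for full effect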
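Compounds are pinned in duplicate onto adhered PC3M cells stably expressing GFP-tagged PTB and incubated 16 h at 37 C. Cells are then fixed, nuclei stained with Hoechst, and PNC-positive cells counted.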
ALOX15B inhib: 15-hLO-2 (ALOX15B) enzyme inhibition. O15296. purified 15hLO-2, xylenol orange hydroperoxide absorbance. Potency, µM (highest dose often 57.1 µM), for inactives: at the highest dose activity change, negative = inhibition, actives largely listed as inhibitors. actives 0.56% (n = 110,000); further: potency means the concentration at half of the fitted maximal effect; nearly all actives have a fitted effect of over 60% in size; many of its hits are not listed in these tables
Target sequence (O15296 whole entry, looked up): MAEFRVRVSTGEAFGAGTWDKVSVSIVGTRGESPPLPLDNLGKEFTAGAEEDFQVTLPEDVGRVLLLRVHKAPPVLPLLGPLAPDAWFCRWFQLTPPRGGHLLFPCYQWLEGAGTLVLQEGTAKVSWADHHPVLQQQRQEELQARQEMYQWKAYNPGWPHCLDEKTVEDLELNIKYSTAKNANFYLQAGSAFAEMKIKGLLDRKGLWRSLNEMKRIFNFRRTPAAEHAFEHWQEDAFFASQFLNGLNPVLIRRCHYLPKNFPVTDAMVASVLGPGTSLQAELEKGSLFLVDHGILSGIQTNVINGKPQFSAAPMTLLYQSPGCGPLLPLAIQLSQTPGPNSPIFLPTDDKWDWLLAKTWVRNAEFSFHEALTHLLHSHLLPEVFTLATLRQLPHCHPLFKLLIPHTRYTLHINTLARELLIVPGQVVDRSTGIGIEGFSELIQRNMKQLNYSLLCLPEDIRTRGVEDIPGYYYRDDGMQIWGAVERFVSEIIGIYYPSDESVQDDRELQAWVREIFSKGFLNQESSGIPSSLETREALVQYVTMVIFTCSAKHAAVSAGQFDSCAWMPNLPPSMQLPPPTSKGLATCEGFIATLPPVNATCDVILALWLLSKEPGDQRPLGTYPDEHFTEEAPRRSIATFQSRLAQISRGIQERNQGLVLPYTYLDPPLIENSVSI
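Screening format was qHTS against 50 nM purified 15hLO-2 in Hepes pH 7.5 with detergent. Activity follows hydroperoxide formation from 45 uM arachidonic acid, measured as 573:405 nm absorbance ratio of the ferric-xylenol orange complex.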
12-hLO inh: blocks human 12-lipoxygenase activity | purified 12-hLO, xylenol orange hydroperoxide absorbance | actives 0.12% (n = 150,000) | Potency, µM (titrated, usually from 57.1 µM), without a hit: at the highest dose activity change, negative = inhibition, hits mostly inhibitors | AID 1452 | P18054; further: potency means the concentration at half of the fitted maximal effect; nearly all actives have a fitted effect of over 55% in size; many of its hits are not listed in these tables
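Purified human 12hLO (150 nM final) was preincubated with compounds for 15 min at room temperature in 25 mM Hepes pH 7.0, 0.01% Triton X-100, then reacted with 40 uM arachidonic acid for 30 min. Hydroperoxide was detected with ferrous iron/xylenol orange.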
IMPase inh: cell-permeable inhibitors of inositol monophosphatase (IMPase) | CHO-M1 cells, IP1 accumulation, HTRF TR-FRET ratio | inhibition (IP1 accumulation), % at 46.1 µM | 120,000 tested, under 10 active | AID 901; active means well fitted curve in the direction sought with a large enough effect in the signal ratio, not every such curve was filed as active; inconclusive means small, poorly fitted or top-dose-only effect, or a change in a side signal; inactive means no such curve, though single readings can be large or run the other way; the % refers to the signal ratio;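 further: cells stimulated with carbachol in lithium chloride buffer; plate controls were DMSO basal wells for no effect and reference inhibitor wells for full effect; higher means more IMPase inhibition seen as more IP1 and lower FRET ratio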
Target sequence (P97697 whole entry, looked up): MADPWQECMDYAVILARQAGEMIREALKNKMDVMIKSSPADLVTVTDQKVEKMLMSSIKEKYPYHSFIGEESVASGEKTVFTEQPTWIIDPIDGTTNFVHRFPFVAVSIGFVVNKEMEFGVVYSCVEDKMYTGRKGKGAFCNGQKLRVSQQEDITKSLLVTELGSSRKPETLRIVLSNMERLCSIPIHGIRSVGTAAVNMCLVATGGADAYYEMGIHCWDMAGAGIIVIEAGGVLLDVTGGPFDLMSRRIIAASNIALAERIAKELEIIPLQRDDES
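CHO-M1, 2000 cells/well, cultured 16–30 h; cpd up to 46 uM; carbachol (50 uM solution, stimulation buffer w/ 50 mM LiCl, pH 7.4), 30 min 37C; IP-One TR-FRET, 10 min RT; Ex 320/Em 665, 620; Hill-fit AC50.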
Starred values were filed as active, the others as inactive; ? = inconclusive; . = no result given; [ ] = remark or other dose. Unless noted, the call rests on the fitted dose curve; in most records, active means well fitted curve in the direction sought with a large enough effect; inconclusive means small, poorly fitted or top-dose-only effect, or another doubt; inactive means no such curve, though single readings can be large; an effect the other way counts as inactive or inconclusive. Unless noted, on the % scale 0 is the no-effect control and ±100 the full control effect.

Structure	PNC assembly inh	ALOX15B inhib	12-hLO inh	IMPase inh
CCCCCOc1ccc(Cn2ccnc2)cc1[N+](=O)[O-]	-1	.	0%	.
COc1ccc(C(=O)CSc2nnc(CN3CCCCC3)n2-c2ccc(F)cc2)cc1OC	?	.	-2%	.
Cc1ccc(CN2C(=O)CCC2C(=O)NCc2cccnc2)cc1 (stereo unspecified)	42	.	-4%	5
COC(=O)c1nn(-c2ccccc2)c(Cl)c1/C=N/OCc1ccc(C)cc1	35	17%	2%	-5
CC1(C)Cc2ccccc2-c2nnc(SCc3ccc(C#N)cc3)n21	26	1%	-7%	17
CCC1=C/C(=C\c2ccc3c(c2)OCO3)C(=O)S1	110	?	?	1
O=S(=O)(CCCc1ccccc1)c1ncn[nH]1	-7	-1%	0%	-1
COc1ccc2cc(CN(CC3COCCO3)S(=O)(=O)c3ccccc3)c(=O)[nH]c2c1 (stereo unspecified)	24	0%	-16%	-1
CN(C(=O)C12CC3CC(CC(C3)C1)C2)C1CCS(=O)(=O)C1 (stereo unspecified)	?	-13%	-2%	-8
CC(C)(C)c1ccc(C(=O)N/N=C2\C3CN4CCN(C3)CC2(c2ccccc2)C4)cc1	44	.	1%	-6
COc1cccc(OCCSc2nc(N)cc(N)n2)c1	60	8%	3%	5
Cc1nnc(Nc2ccccn2)c2ccccc12	29	.	6%	-4
O=C(N/N=C\c1cccc(Br)c1)c1ccccc1-n1cccc1	?	1%	-3%	15
O=C(CC(NS(=O)(=O)c1ccc(Cl)cc1)c1ccco1)NC1CCCC1 (stereo unspecified)	-84*	1%	-5%	-1
O=C(Nc1nnc(SCc2ccccc2)s1)c1ccco1	-18	-19%	-4%	?
O=C(NC1CCCCC1)n1c(=O)oc2cc(S(=O)(=O)N3CCCCC3)ccc21	-9	2%	-2%	2
CCOC(=O)CC1=NN(c2ccccc2)C(=O)/C1=C\c1ccc(OC)cc1OC	-19	.	-7%	.
CCCSc1nnc(Cn2c(=O)sc3ccccc32)n1C	22	.	2%	-9
CS(=O)(=O)N1CCN(C(=O)Cc2ccccc2)CC1	2	5%	1%	3
O=S(=O)(NC1CC2CCC1C2)c1ccc2c(c1)OCCO2 (stereo unspecified)	11	-1%	0%	-2
O=C(O)CC/C(=N/NC(=O)c1cn(-c2ccccc2)nc1-c1ccccc1)C(=O)O	13	.	7%	.
Cc1ccc(NC(=O)CCC(=O)OCCCC(F)(F)C(F)(F)F)cc1	-20	-5%	-3%	4
Cc1cc(C)c(S(=O)(=O)Nc2ccc3c(c2)CCC3)c(C)c1	-89*	.	-13%	.
O=C(CNS(=O)(=O)c1ccc(Br)s1)N1CCCC1	?	-3%	2%	4
N#Cc1cc2ccccc2nc1SCc1cccnc1	0	25%	1%	-9
O=C(O)c1cc(NC(=O)C2CCCO2)cc(NC(=O)C2CCCO2)c1 (stereo unspecified)	-1	3%	1%	?
CCOC(=O)Cc1csc(NC(=O)c2c(-c3ccccc3)noc2C)n1	?	7%	-3%	9
COc1cc(/C=C2\S/C(=N/S(=O)(=O)c3ccccc3)NC2=O)c([N+](=O)[O-])cc1OC	6	.	-14%	0
Cc1nnc(SCC(=O)NN2C(=O)NC3(CCCCC3)C2=O)s1	?	.	-1%	2
C#CCSc1nnc(-c2ccc(OC)cc2)o1	?	-2%	6%	-2
CCn1c(Cc2ccccc2)nnc1SCC(=O)N1CCCCC1	13	.	4%	-4[0.0738 µM]
CCOC(=O)/C(=N/Nc1ccccc1)Sc1nnc(CCc2ccccc2)n1-c1ccccc1	-134*	.	-16%	.
C=CCN1C(=O)/C(=C/c2ccc(OC)cc2)S/C1=N/c1nccs1	12	.	-4%	-5
Oc1ccccc1OCc1nc2ccccc2s1	15	-25%	0%	1
Cc1nc(C(=O)Nc2ccc(F)cc2)nn1-c1ccc([N+](=O)[O-])cc1	7	-5%[11.4 µM]	0%	-7[1.84 µM]
COc1ccc(OC)c(NC(=O)Cn2c(-c3ccc(Cl)cc3)noc2=O)c1	20	0%	-6%	7
O=P(CCN1CCCCC1)(c1ccccc1)c1ccccc1	54	5%	-1%	-1
OC[C@H](S)CS	.	?	-7%[11.4 µM]	.
O=C(Nc1nc(-c2nc3ccccc3s2)cs1)C1COc2ccccc2O1 (stereo unspecified)	-14	.	-5%	?
COc1ccnc(Oc2ccc(C)cc2C)c1C#N	?	3%	-9%	-10

By substructure: the compounds so far containing a halogen (8)
Structure	PNC assembly inh	ALOX15B inhib	12-hLO inh	IMPase inh
COc1ccc(C(=O)CSc2nnc(CN3CCCCC3)n2-c2ccc(F)cc2)cc1OC	?	.	-2%	.
COC(=O)c1nn(-c2ccccc2)c(Cl)c1/C=N/OCc1ccc(C)cc1	35	17%	2%	-5
O=C(N/N=C\c1cccc(Br)c1)c1ccccc1-n1cccc1	?	1%	-3%	15
O=C(CC(NS(=O)(=O)c1ccc(Cl)cc1)c1ccco1)NC1CCCC1 (stereo unspecified)	-84*	1%	-5%	-1
Cc1ccc(NC(=O)CCC(=O)OCCCC(F)(F)C(F)(F)F)cc1	-20	-5%	-3%	4
O=C(CNS(=O)(=O)c1ccc(Br)s1)N1CCCC1	?	-3%	2%	4
Cc1nc(C(=O)Nc2ccc(F)cc2)nn1-c1ccc([N+](=O)[O-])cc1	7	-5%[11.4 µM]	0%	-7[1.84 µM]
COc1ccc(OC)c(NC(=O)Cn2c(-c3ccc(Cl)cc3)noc2=O)c1	20	0%	-6%	7

Following part.
molecule	PNC assembly inh	ALOX15B inhib	12-hLO inh	IMPase inh
O=C1CCCCC1C(Nc1ccc(Br)cc1)c1ccccc1 (stereo unspecified)	-26	-7%	-3%	1
O=C(c1ccccc1-c1nc(-c2ccc(Cl)cc2)no1)N1CCCC1	38	3%	-6%	11
Nc1ccc(Nc2ccccc2N)cc1	16	.	-18%	-6
Cc1ccc(NC(=O)c2cccc3c2C(=O)N(C2CCCCC2)C3)cc1	-30	6%	-6%	-1
Cc1cc(-c2csc(NC(=O)c3cc4ccccc4o3)n2)c(C)n1C	54	.	3%	0
COc1ccc(NC(=O)C(c2ccc(C)cc2)N(C)C(=O)Cc2cccs2)cc1 (stereo unspecified)	27	.	-3%	-11
COC(=O)c1ccc(NC(=O)C(=O)N2CCN(C(=S)Nc3cccc(OC)c3)CC2)cc1	-5	.	0%	2
CCCSc1nnc(CN2CCOCC2)n1C	3	-2%	-3%	11
COc1ccc(C)cc1S(=O)(=O)N(CC(=O)Nc1cccc([N+](=O)[O-])c1)c1cc(C)cc(C)c1	-20	-3%	3%	-12
COc1ccc(OC)c(S(=O)(=O)n2cnc3cc(C)c(C)cc32)c1	24	15%	0%	2
CCOC(=O)N1CCN(C(=O)Cn2c(C)cc3ccccc3c2=O)CC1	-6	-1%	1%	0
CCCCCCCCS(=O)c1sc2nc(C)cc(C)c2c1N (stereo unspecified)	48	?	-9%	5
C=CCn1c(SCCC)nc(O)cc1=O	72	-3%	4%	1
CCc1ccc(NC(=O)CSc2nnc(Cc3cccn3C)n2-c2ccc(F)cc2)cc1	-90*	-3%	-18%	-2
O=C(NCc1ccc(F)cc1)c1cnn2ccccc12	-84*	3%	-2%	6
CC(=O)Nc1ccc(NCN2C(=O)C3C4CCC(C4)C3C2=O)cc1 (stereo unspecified)	-21	-3%	3%	-11
COc1ccc(CNC(=O)Cn2cc3c(n2)CCCCC3)cc1	?	2%	1%	8
Cc1cc(Oc2ccc(-c3nnc(-c4ccccc4)o3)cc2[N+](=O)[O-])ccc1Cl	35	.	-2%	.
Cc1ccnc(NC(=O)c2ccc(N3C(=O)CCC3=O)cc2)c1	84	5%	-1%	-2
Cc1cc2n(c(=O)c1C#N)CCCN2c1cccc(Cl)c1	8	.	0%	-9
CCOC(=O)c1ccc(-n2ccnc2)c(NC(=O)c2ccc(Cl)cc2)c1	?	.	3%	.
Cc1ccc2cc(CCNC(=O)c3ccc4c(c3)OCO4)c(=O)[nH]c2c1	17	-2%	-7%	4
Cc1cc(=O)n(CCc2ccccc2)c(O)c1C#N	28	.	-7%	-8
Cc1cc(OCc2nn[nH]n2)c2c(C)c(CC(=O)O)c(=O)oc2c1	12	-2%	1%	-6
O=C(O)CCCC(=O)Nc1ccccc1-n1ccnc1	26	6%	2%	2
CC1=CC(=C2N=C(c3ccccc3)OC2=O)C=C(C)O1	-7	-11%	-4%	-4
Cc1ccc(CNC(=O)c2ccccc2CCc2ccccc2)cc1	-21	4%	2%	21
COc1ccc(CNC(=O)CSc2nnnn2-c2ccc(O)cc2)cc1	13	3%	0%	-9
CCNC(=S)NN=C1CCC(C(C)(C)C)CC1 (stereo unspecified)	29	?	-7%	3
Cc1cc(C)nc(NS(=O)(=O)c2ccc(NC(=O)Cn3c(=O)oc4ccccc43)cc2)n1	-18	-3%	0%	1
CN1C=CC=C/C1=C1\SC(=S)N(C2CCCCC2)C1=O	-8	-15%	-14%	19
Nc1nc2ccc(N3CCOCC3)cc2s1	?	-10%	1%	28
CC(=O)C1=C(O)C(=O)N(Cc2cccnc2)C1c1ccccc1 (stereo unspecified)	18	.	1%	-3
Cc1csc(NC(=O)CSc2nnc(NC(=O)C3CC(=O)N(c4ccccc4)C3)s2)n1 (stereo unspecified)	19	.	-4%	.
COc1ccc(Nc2nc(N)nc(CN3CCN(c4ccccn4)CC3)n2)cc1	3	43%[activator]	-2%	-4
CC(C)CC(=O)NC(=S)Nc1ccc(NC(=O)c2cccs2)cc1	34	-18%	-17%	9
O=S(=O)(ON(c1ccccc1)S(=O)(=O)c1ccccc1)c1ccccc1	17	.	-2%	.
CC(C)NC(=O)CCNC(=O)c1ccc(F)cc1	9	-4%	-7%	8
CCOc1cc(C(=O)N/N=C/c2ccsc2)cc(OCC)c1OCC	?	.	-3%	.
O=C(NCC1CCCO1)c1cccs1 (stereo unspecified)	-8	5%	-1%	4
O=c1c2cn[nH]c2[nH]c(=S)n1-c1ccccc1F	-2	-26%	-2%	5
COc1ccc(NC(=S)N(Cc2ccc(N(C)C)cc2)Cc2ccco2)cc1	61	.	-1%	.
O=C1C2CCCN2C(=O)N1CCCCN1CCN(CCO)CC1 (stereo unspecified)	-17	.	3%	.
CCOC(=O)CSC(C)C(=O)Nc1nnc(C(C)C)s1 (stereo unspecified)	-26	.	1%	-10
Cc1cc(/C=N/n2c(COc3ccccc3C)nc3ccccc3c2=O)c(O)c([N+](=O)[O-])c1	?	.	?	?

An unsorted share of the library, and some 3.1% of all compounds hit somewhere here.
